Screening data from PubChem.
HIF activator: HIF pathway transcriptional activation; U2OS HRE-luciferase reporter, luminescence; normalized: DMSO 0%, desferrioxamine 100%; activation, % at 7.5 µM (by protocol); actives 0.32% (n = 300,000);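 active = mean activation of at least 10% of the iron chelator positive control signal, with at least half of replicates also reaching 10%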
AI-2 QS mod: modulators of Vibrio harveyi AI-2 quorum sensing system. Vibrio harveyi JMH597 AI-2 luminescence/OD600 ratio, 9 h; hits give low values; strain lacks LuxN and CqsS sensors; 0 = neutral-control median. activity change, % at 7.5 µM. actives 0.4% (n = 300,000); in the data active = activity change below about -75%, passing the limit was not always enough;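 also: luminescence divided by OD600 gain over 9 h not by final OD600 alone; inactives centre near 13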
TRPC6 inh: inhibitors of mouse TRPC6 channel. AID 2553. Q61143. B-score at 10 µM. HEK293-TRPC6, membrane potential dye, ACh-evoked depolarization; hits give low values. actives 1.1% (n = 310,000);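 active = B-score under library mean minus 3 SD, initial fluorescence not abnormally high, positive integrated signal ratio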;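 also: B-score derived from integrated fluorescence ratio over the kinetic read; more negative B-score means stronger inhibition of depolarization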
Target sequence (Q61143 whole entry, looked up): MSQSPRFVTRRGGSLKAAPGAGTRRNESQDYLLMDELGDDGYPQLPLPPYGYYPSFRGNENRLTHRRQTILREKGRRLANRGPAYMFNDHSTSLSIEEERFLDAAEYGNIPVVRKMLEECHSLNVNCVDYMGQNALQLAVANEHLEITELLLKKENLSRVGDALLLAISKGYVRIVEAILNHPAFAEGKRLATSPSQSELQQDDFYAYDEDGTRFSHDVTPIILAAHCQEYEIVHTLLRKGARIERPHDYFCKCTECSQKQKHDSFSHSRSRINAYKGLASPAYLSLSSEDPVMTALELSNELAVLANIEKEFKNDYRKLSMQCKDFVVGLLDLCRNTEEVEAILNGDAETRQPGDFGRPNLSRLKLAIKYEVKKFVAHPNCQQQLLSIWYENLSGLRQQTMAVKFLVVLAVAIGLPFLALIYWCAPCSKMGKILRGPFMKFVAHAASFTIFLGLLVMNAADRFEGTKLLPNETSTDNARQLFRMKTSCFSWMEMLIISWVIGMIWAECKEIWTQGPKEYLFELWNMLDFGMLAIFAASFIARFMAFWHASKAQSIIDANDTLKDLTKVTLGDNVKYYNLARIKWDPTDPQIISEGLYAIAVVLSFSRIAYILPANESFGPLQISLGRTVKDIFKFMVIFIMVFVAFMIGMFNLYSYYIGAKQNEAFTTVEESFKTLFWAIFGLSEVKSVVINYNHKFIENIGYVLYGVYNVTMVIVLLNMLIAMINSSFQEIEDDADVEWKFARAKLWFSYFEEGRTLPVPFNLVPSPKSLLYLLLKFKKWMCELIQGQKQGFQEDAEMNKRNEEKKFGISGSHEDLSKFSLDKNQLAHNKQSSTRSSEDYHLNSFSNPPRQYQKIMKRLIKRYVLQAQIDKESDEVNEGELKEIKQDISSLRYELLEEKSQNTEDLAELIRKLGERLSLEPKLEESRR
MrgX1 allo act: allosterically activates human MrgX1 receptor signaling; Q96LB2; actives 0.63% (n = 310,000); B-score at 10 µM; AID 588675; MrgX1-HEK293, Fluo-4 calcium flux, FDSS; hits give high values;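 active = plate-corrected calcium response at least 3 library SD above typical, normal starting fluorescence, not activating the receptor alone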;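 also: compound read alongside a low EC10 to EC30 dose of BAM8-22 agonist; peak minus trough fluorescence over baseline measured at the second addition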
TRPC4 act: opens the mouse TRPC4 cation channel | HEK293 TRPC4beta/mu-opioid, Fluo4 calcium fluorescence; hits give high values | Q9QUQ5 | actives 0.49% (n = 310,000) | B-score at 10 µM | AID 2237;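 active = B-score above 5 SD of library B-scores, and initial fluorescence ratio not above library mean plus 5 SD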;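 also: positive B-score marks a calcium rise read as TRPC4 activation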
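system = HEK293 cells stably co-expressing mouse TRPC4beta and mu-opioid receptor | schedule = Fluo4 dye loading 45 min at room temperature, 110 s recording | measure = B-scored integrated calcium fluorescence ratio | signal = Fluo4 calcium-sensitive dye fluorescence, kinetic, 1 Hz baseline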
MrgX1 antagonist: antagonists of human MrgX1 receptor; B-score at 10 µM; AID 588676; actives 1.3% (n = 310,000); MRGX1-HEK293 calcium flux, Fluo-4, BAM8-22 antagonism; hits give low values;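 active = calcium-response B-score plate-corrected more than 3 library SD below zero, starting fluorescence within 5 deviations, no agonist response on first addition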;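 also: peak minus trough fluorescence over baseline after final BAM8-22 challenge near maximal dose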
TRPC4 block: TRPC4 (mouse) channel inhibition; B-score at 10 µM; HEK293 TRPC4beta/mu-opioid, DAMGO-evoked Fluo4 calcium flux; hits give low values; Q9QUQ5; actives 0.39% (n = 300,000);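 active = B-score over 3 SD under the library average, no early fluorescence shift, positive overall ratio signal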
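Assay system: HEK293 cells with stable TRPC4beta plus mu-opioid receptor expression; Probe or stimulus: DAMGO in two steps, submaximal then maximal; Dosing: single-point compound dosing; Measured by: Fluo4 calcium-dye fluorescence, kinetic read; Read-out basis: B score from integrated Fluo4 fluorescence ratio.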
MrgX1 agonist: activates human MrgX1 receptor signaling; actives 0.44% (n = 310,000); B-score at 10 µM; AID 588627; MrgX1-HEK293 cells, Fluo-4 calcium fluorescence, agonist mode; hits give high values;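 active = calcium response B-score plate-corrected fluorescence ratio at least 3 library SD, with starting fluorescence B-score inside 5 SD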
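System – MrgX1-expressing HEK293 cells · Incubation – cells plated overnight, dye loaded 0.5 h 37 °C, 0.5 h room temperature · Technique – kinetic Fluo-4 NW fluorescence of intracellular calcium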
TRPC6 activator: activators of mouse TRPC6 channel | HEK293-TRPC6 membrane potential dye fluorescence; hits give high values | B-score at 10 µM | Q61143 | actives 0.13% (n = 310,000);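 active = B-score of the integrated fluorescence ratio above library mean plus 3 SD, and starting fluorescence ratio within library mean plus 5 SD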;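 also: higher score means more depolarization so channel activation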
TRPC4 potent: allosterically enhances the mouse TRPC4 cation channel | HEK293 TRPC4beta/mu-opioid, DAMGO EC20, Fluo-4 Ca2+ flux; hits give high values | B-score at 10 µM | actives 0.42% (n = 310,000) | AID 2227;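 active = B-score of calcium response area above 5 SD of library B-scores, with initial fluorescence ratio within 5 SD of library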;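 also: B-score of integrated fluorescence ratio over time as area under calcium response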
PolyA inhibitor: yeast polyadenylation inhibition; calls only at 12 µM; actives 0.02% (n = 300,000); S. cerevisiae SKY197-pL101 polyadenylation reporter, beta-gal luminescence; efflux-impaired pdr1/pdr3 knockout yeast; score 100 = 6 SD above DMSO;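 active = lowest replicate activity score at least 50, where 100 means six control SD above control mean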;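 also: yeast exposed to compound for 9 h at 30 °C; higher score means more reporter readthrough which indicates perturbed polyadenylation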
Starred values were filed as active, the others as inactive; i = inactive; nt = no result given. A portion of the library, so the mix of outcomes need not match the whole.

molecule	HIF activator	TRPC4 block	TRPC6 activator	MrgX1 antagonist	TRPC4 act	MrgX1 allo act	TRPC4 potent	MrgX1 agonist	AI-2 QS mod	TRPC6 inh	PolyA inhibitor
Cc1ccc(CCNC(=O)C2CCCN(S(=O)(=O)c3cccs3)C2)cc1 (stereo not drawn)	-0.1	i	i	i	i	i	i	i	33	i	i
O=C(O)c1ccccc1C(=O)Nc1ccc(-c2csc(-c3ccccc3)n2)cc1	3.4	i	i	i	i	i	i	i	24	i	i
Cc1ccc(C(C)C)c(OCC(=O)OCc2c(C)noc2C)c1	-0.1	i	i	i	i	i	i	i	-3	i	i
CNc1cc(C)c(C#N)c2nc3ccccc3n12	1.3	i	i	i	i	i	i	i	10	i	i
COc1ccc2oc(C(=O)NCCN3CCOCC3)c(C)c2c1OC	-0.2	i	i	i	i	i	i	i	8	i	i
CCCNC(=O)c1onc(CSc2ccc(Cl)cc2)c1C(=O)NCC1CC1	-0.1	i	i	i	i	i	i	i	4	i	i
Cc1nc2ccccc2c(=O)n1NC(=O)Nc1ccccc1	0.0	i	i	i	i	i	i	i	7	i	i
CC(/C=N/n1c(-c2cccnc2)n[nH]c1=S)=C\c1ccco1	-0.1	i	i	i	i	i	i	i	22	i	i
CCOC(=O)c1sc2nc(C3CC3)cc(-c3ccc(F)cc3)c2c1N	-1.5	i	i	i	i	i	i	i	30	i	i
CC(=O)C(C)Oc1ccc2c3c(c(=O)oc2c1)CCCCC3 (stereo not drawn)	3.5	i	i	i	i	i	i	i	18	i	i
Cc1cccc(N(CC(=O)Nc2ccccc2F)S(C)(=O)=O)c1	0.1	i	i	i	i	i	i	i	4	i	i
COCCCn1c(SCC(=O)Nc2nc3ccccc3s2)nnc1-c1ccoc1C	-0.1	i	i	i	i	i	i	i	21	i	i
O=C(CSc1nnc(-c2cccc(F)c2)o1)N1CCCC1	2.1	i	i	i	i	i	i	i	14	i	i
CC(=O)Nc1ccc(S(=O)(=O)NCCSCc2ccc(Cl)cc2Cl)cc1	0.5	i	i	i	i	i	i	i	-1	i	i
CC(C)c1ccccc1NC(=S)NCc1nc2ccccc2[nH]1	0.5	i	i	i	i	i	i	i	14	i	i
CC1CCN(S(=O)(=O)c2cccc(C(=O)NC3CCCCC3)c2)CC1	-0.2	i	i	i	i	i	i	i	-16	i	i
Cn1nc2sc3ccccc3n2c(=O)c1=O	1.2	i	i	i	i	i	i	i	1	i	i
COc1ccc(NS(=O)(=O)c2cccc(C(=O)NCCCn3ccnc3)c2)cc1	-0.1	i	i	i	i	i	i	i	30	i	i
CCOC(=O)N1CCN(C(=O)CCS(=O)(=O)c2ccc(Br)s2)CC1	-0.4	i	i	i	i	i	i	i	44	i	i
COc1cc2c(cc1NC(=O)CSc1nnnn1-c1ccccc1)oc1ccccc12	0.4	i	i	i	i	i	i	i	13	i	i
COC(=O)c1ccc(CSc2nnc(NCc3ccccc3)s2)o1	0.4	i	i	i	i	i	i	i	-10	i	i
O=C(CSc1nc2ccccc2o1)Nc1nccs1	2.3	i	i	i	i	i	i	i	14	i	i
CCC(C)C(NC(=O)C1CCC(C)CC1)C(=O)NCc1ccccn1 (stereo not drawn)	0.4	i	i	i	i	i	i	i	2	i	i
Cc1c(/C=C/C(=O)c2ccccc2O)cnn1C	3.0	i	i	i	i	i	i	i	32	i	i

Taken from the entries so far (2 entries):
molecule	HIF activator	TRPC4 block	TRPC6 activator	MrgX1 antagonist	TRPC4 act	MrgX1 allo act	TRPC4 potent	MrgX1 agonist	AI-2 QS mod	TRPC6 inh	PolyA inhibitor
O=C(O)c1ccccc1C(=O)Nc1ccc(-c2csc(-c3ccccc3)n2)cc1	3.4	i	i	i	i	i	i	i	24	i	i
Cc1ccc(C(C)C)c(OCC(=O)OCc2c(C)noc2C)c1	-0.1	i	i	i	i	i	i	i	-3	i	i

More results follow:
molecule	HIF activator	TRPC4 block	TRPC6 activator	MrgX1 antagonist	TRPC4 act	MrgX1 allo act	TRPC4 potent	MrgX1 agonist	AI-2 QS mod	TRPC6 inh	PolyA inhibitor
CC(=O)NC(Cc1ccccc1C)C(=O)NC1CCN(C(=O)c2ccc(C)cc2)CC1 (stereo not drawn)	0.3	i	i	i	i	i	i	i	14	i	i
Cc1nc(-c2ccc(Cl)cc2)sc1C1(C)CC(c2c(Cl)cccc2Cl)=NO1 (stereo not drawn)	0.2	i	i	i	i	i	i	i	6	i	i
CC(C)OC(=O)c1ccc(NC(=O)c2ccccc2)cc1	3.4	i	i	i	i	i	i	i	17	i	i
CC(C)NC(=O)c1cc2n(n1)C(C(F)(F)F)CC(c1ccco1)N2 (stereo not drawn)	0.4	i	i	i	i	i	i	i	-11	i	i
O=C(O)COc1ccccc1/C=N/NC(=O)CN1CCN(Cc2ccc(Cl)cc2)CC1	-0.1	i	i	i	i	i	i	i	14	i	i
COc1ccc(CCNC(=O)C2CCN(C(=O)c3ccccc3)CC2)cc1	-0.4	i	i	i	i	i	i	i	9	i	i
CCOc1ccc(NC(=O)[C@@H]2CCC(=O)N2C2OC(=O)c3ccccc32)cc1 (stereo partly drawn)	0.3	i	i	i	i	i	i	i	52	i	i
O=C(c1ccc(Cl)cc1)C1CCCN(Cc2ccc(Oc3ncccn3)cc2)C1 (stereo not drawn)	0.0	i	i	i	i	i	i	i	15	i	i
COc1ccc(N(CC(O)Cn2c(C)nc3ccccc32)S(=O)(=O)c2ccc(C)cc2)cc1 (stereo not drawn)	-0.3	i	i	i	i	i	i	i	6	i	i
COc1ccc(OCc2nc(-c3ccc(F)c(F)c3)cs2)cc1	0.2	i	i	i	i	i	i	i	-4	i	i
COC(=O)c1cccc(NC(=O)C2COc3ccccc3O2)c1C (stereo not drawn)	0.6	i	i	i	i	i	i	i	26	i	i
COc1ccc2c(c1)[nH]c1c(=O)n(CCN3CCOCC3)cnc12	0.1	i	i	i	i	i	i	i	23	i	i
CCn1c(SCC(=O)N2CCCC2)nc2c(c1=O)SCC2	0.2	i	i	i	i	i	i	i	4	i	i
O=C1CC(N2CCOCC2)C(=O)N1c1ccc2c(c1)OCO2 (stereo not drawn)	-0.4	i	i	i	i	i	i	i	39	i	i
O=C(NCC(c1ccco1)N1CCCC1)c1cccc(NS(=O)(=O)c2ccccc2)c1 (stereo not drawn)	-0.1	i	i	i	i	i	i	i	18	i	i
COc1ccc(OCC(O)COc2ccc(OC)cc2)cc1	0.3	i	i	i	i	i	i	i	19	-6.4*	i
CC(=O)N/N=C(/C)c1ccc(NC(=O)c2csc(C)c2C)cc1	0.7	i	i	i	i	i	i	i	24	i	i
CCOc1ccccc1CNCCNCC(C)O (stereo not drawn)	-0.4	i	i	i	i	i	i	i	8	i	i
COc1ccc(NC(=O)CSc2nc(C(C)C)nc3c2c(=O)n(C)c(=O)n3C)c(OC)c1	-0.5	i	i	i	i	i	i	i	6	i	i
Cc1cc2cc(C=C(C#N)C#N)c(Cl)nc2cc1C	1.1	i	i	i	i	i	i	36*	6	i	i
CCOC(=O)c1cc(C)sc1N1C(=O)C2C3C=CC(C3)C2C1=O (stereo not drawn)	0.4	i	i	i	i	i	i	i	18	i	i
CCOC(=O)N(C)S(=O)(=O)c1ccccc1[N+](=O)[O-]	0.0	i	i	i	i	i	i	i	3	i	i
Fc1ccc(NC(=S)N2CCN(C/C=C/c3ccccc3)CC2)c(F)c1	-0.2	i	i	i	i	i	i	i	13	i	i
COc1ccc(C2C(C(=O)O)CCC(=O)N2c2ccc(OC)cc2)cc1 (stereo not drawn)	-0.2	i	i	i	i	i	i	i	24	i	i
Cc1ccccc1C(=O)OC1OC(=O)C(Cl)=C1Nc1ccccc1 (stereo not drawn)	-0.3	i	i	i	i	i	i	i	22	i	i
COc1ccc(CCNC(=O)c2cc(-c3ccc(C)c(C)c3O)n[nH]2)cc1OC	-0.4	i	i	i	i	i	i	i	0	i	i
CN1CCN(c2ccc(NC(=O)c3cc([N+](=O)[O-])ccc3N3CCOCC3)cc2)CC1	-0.2	i	i	i	i	i	i	i	13	i	i
COc1cc(NC(=O)Cc2ccc(OC)c(S(=O)(=O)N3CCOCC3)c2)c(OC)cc1Cl	-0.2	i	i	i	i	i	i	i	26	i	i
N=C1C(c2nc(-c3ccc(F)cc3)cs2)=C(O)CN1Cc1ccc(Cl)cc1	-0.3	i	i	i	i	i	i	i	-1	i	i
NS(=O)(=O)c1ccc(NC(=O)Nc2ccc(Cl)cc2)cc1	0.7	i	i	i	i	i	i	i	11	i	i
O=C(COc1ccccc1Br)NCCc1nc2ccccc2[nH]1	-0.1	i	i	i	i	i	i	i	16	i	i
O=C(C[n+]1ccc2c(c1)nnn2-c1ccccc1)c1ccc(Cl)cc1	-0.4	i	i	i	i	i	i	i	16	-5.8*	i
COc1ccccc1N(C)S(=O)(=O)c1ccc(Cl)c(C(=O)OCc2c(C)noc2C)c1	-0.1	i	i	i	i	i	i	i	15	i	i
O=C(c1ccccc1)c1ccc(OCC(O)CNCc2cccc(Cl)c2)cc1 (stereo not drawn)	-34	i	i	i	i	i	i	i	21	i	i
COc1ccc(CNC(=O)Cc2nn(C)c(=O)c3ccccc23)cc1	nt	i	i	i	i	i	i	i	28	i	nt
CNC(=O)CSc1nnc(NC(=O)C2CC(=O)N(c3ccccc3OC)C2)s1 (stereo not drawn)	-0.2	i	i	i	i	i	i	i	12	i	i
Clc1ccc(Cn2ncc3c(N4CCOCC4)ncnc32)cc1	-0.3	i	i	i	i	i	i	i	-1	i	i
COc1ccc(C(=O)NC(=S)NNC(=O)c2cccc(C)c2)cc1	0.6	i	i	i	214*	i	i	102*	19	i	i
COc1ccccc1-c1cc(C(=O)NCc2ccc(Cl)cc2)no1	-0.3	nt	i	i	i	i	i	i	3	i	i
CN(CCCC(=O)O)c1ccc(N=Nc2ccc([N+](=O)[O-])cc2)cc1	1.6	i	i	i	i	i	i	i	30	i	i
O=C(O)c1ccccc1C(=O)Nc1ccc(Br)c(C(F)(F)F)c1	-0.3	i	i	i	i	i	i	i	6	i	i
COc1ccccc1/C=C/CN1CCCCC1	-0.5	i	i	i	i	i	i	i	4	i	i
